# Source: PubChem
# MEP2 TOR yeast = yeast TOR pathway MEP2-GFP modulation | S. cerevisiae MEP2-GFP strain, flow cytometry GFP, 3 h; 100% = DMSO control level | GFP response vs DMSO, % at 10 µM | hit rate 0.51% among 330,000 | AID 2016;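 active = GFP response versus DMSO above a set limit, roughly screen mean plus 3 SD, cut at about 180% in these data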;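 also: median GFP fluorescence of the barcode-gated MEP2-GFP cells per well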
# proCasp3 act = procaspase-3 (human) activation; recombinant procaspase-3 D3A, Ac-DEVD-pNA absorbance 405 nm; activation, % at 8.5 µM; hit rate 0.11% among 330,000; AID 463141;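 active = activation above the mean of all tested compounds plus 3 SD, cut at about 21% in these data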;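 also: 0% = DMSO alone and 100% = DMSO wells spiked with extra 5 µM PC-3 D3A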
#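 Test system: Procaspase-3 D3A mutant; medium: Zinc-free HEPES/NaCl buffer with 0.01% Triton X-100 at pH 7.4; reagent: DEVD-pNA substrate; doses: one concentration, 8.5 µM nominal, 0.8% DMSO; times: 1 h preincubation plus 2 h reaction at 25 °C; signal: Epi-absorbance at 405 nm of released p-nitroaniline, 0 and 120 min; replicates: singlicate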
# RPL19A-GFP yeast = modulators of TOR pathway RPL19A-GFP in S. cerevisiae. AID 2025. hit rate 0.3% among 330,000. percent response vs DMSO, % at 10 µM. S. cerevisiae RPL19A-GFP strain, flow cytometry, 3 h; active compounds read low;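 active = percent response vs DMSO below 50%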;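 also: median channel GFP fluorescence of the barcoded RPL19A-GFP strain; ratio of sample median GFP to plate DMSO average so 100% = DMSO; lower means less RPL19A-GFP as with rapamycin TOR inhibition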
# ZTA DNA inh = blocks Epstein-Barr virus ZTA, an EBNA-1 counter-screen; ZTA-DNA binding, fluorescence polarization; P03206; hit rate 0.15% among 320,000; inhibition, % at 11 µM; in the data active = inhibition above about 33%
# LAP4 TOR yeast = modulators of TOR pathway LAP4-GFP in S. cerevisiae. GFP response vs DMSO, % at 10 µM. S. cerevisiae LAP4-GFP multiplex, flow cytometry GFP, 3 h; median GFP as percent of DMSO wells. hit rate 0.34% among 320,000. AID 2023;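 active = GFP response vs DMSO above a set limit, about the screen mean plus 3 SD, cut at about 150% in these data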
# AHR act = activators of human aryl hydrocarbon receptor. activation, % at 5 µM. hit rate 2.5% among 320,000. AHR-responsive luciferase reporter cells, luminescence. AID 2796; in the data active = activation above about 47%;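 also: 0% = vehicle wells and 100% = reference agonist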
# EBNA-1 inh = blocks EBNA-1 binding to DNA | EBNA-1 DNA binding, fluorescence polarization | inhibition, % at 14.8 µM | hit rate 0.34% among 300,000; in the data active = inhibition above about 28%
# proCasp7 act = counter-screen: procaspase-7 (human) activation; P55210; recombinant procaspase-7, Ac-DEVD-pNA absorbance 405 nm; D23A/D198A/D206A triple mutant, cannot self-cleave; scale: DMSO 0, 5 µM enzyme 100; activation, % at 8.5 µM; hit rate 0.093% among 330,000; AID 463210;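 active = percent activation above the screen-wide mean plus 3 SD, cut at about 25% in these data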
#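 Replicates: singlicate. Assay system: Procaspase-7 triple mutant (PC-7 D3A). Signal: 405 nm absorbance of p-nitroaniline. Times: 1 h preincubation, 2 h reaction. Buffer or medium: Zinc-free HEPES pH 7.4 with 300 mM NaCl, 0.01% Triton X-100. Also added: DEVD-pNA substrate. Benchmarks: DMSO wells as 0%, DMSO with 5 µM added PC-7 as 100%.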
# Numbers without * were called inactive; . = not tested or not shown.
No.	mol	MEP2 TOR yeast	proCasp3 act	RPL19A-GFP yeast	ZTA DNA inh	LAP4 TOR yeast	AHR act	EBNA-1 inh	proCasp7 act
1	COc1ccccc1C(=O)NC(=O)COC(=O)CNC(=O)c1ccccc1F	101	-7	100	.	93	-1	.	-1
2	CCC(=NCCc1c(C)[nH]c2ccc(OC(F)(F)F)cc12)C1=C(O)CC(c2ccccc2)CC1=O (stereo not given)	97	6	104	-2	104	15	7	1
3	Cc1ccccc1CN1CCN(C(C)C(=O)NCc2ccccc2)CC1 (stereo not given)	96	-4	102	-2	118	0	-5	-1
4	COc1ccccc1NC(=O)CCC(=O)OCc1ccc(Br)cc1	99	2	100	-2	103	0	7	9
5	C#CCOCCOCCOCCNc1nc(N2CCN(C(=O)Cn3cc(CCCCN)nn3)CC2)nc(N2CCN(C(=O)[C@H]([C@@H](C)CC)n3cc(CCCN=C(N)N)nn3)CC2)n1	100	2	99	-4	91	-1	-5	2
6	COc1cc(C(=O)NCc2nnc(SCC(=O)N3CCCC3)o2)cc(OC)c1OC	105	6	98	-11	90	-2	-9	0
7	CCC(NC(=O)CSc1nnnn1C1CC1)c1ccc(Br)cc1 (stereo not given)	101	-3	105	1	105	0	.	13
8	O=C1SC(SCc2ccccc2Cl)=N/C1=C\c1ccc(C(=O)O)cc1	98	-13	102	-3	99	-2	-14	-11
9	Cc1ccc(S(=O)(=O)NCC(C)NS(C)(=O)=O)cc1 (stereo not given)	97	0	99	16	92	-1	6	15
10	CC(SC1=NCCN1S(=O)(=O)c1ccc(F)cc1)c1ccccc1 (stereo not given)	103	2	94	-8	100	-2	2	-2
11	CCOc1ccc2nc(SCC(=O)Nc3ccc(S(=O)(=O)N4CCCC4)cc3)c(C)cc2c1	99	8	100	-24	99	-4	-5	2
12	CCn1nnc(NC(=O)C(C)Oc2ccc(Cl)cc2Cl)n1 (stereo not given)	102	11	99	24	108	-2	0	21
13	O=C(C[n+]1ccccc1)N/N=C/c1cc(Br)ccc1O	98	-6	100	-14	103	2	-1	-1
14	CCOc1ccccc1NC(=O)Cn1c(=O)n(-c2ccc(OC)cc2OC)c(=O)c2c(C)c(C(=O)N(CC)CC)sc21	119	-4	78	-5	98	1	4	10
15	CC(C)CCN1CCN(C/C=C/c2ccco2)CC1CCO (stereo not given)	98	2	100	19	101	1	12	12
16	C=CCc1ccccc1OCC(=O)N/N=C/c1ccc(OC(C)=O)cc1OC(C)=O	101	8	103	-2	92	9	6	13
17	Cc1ccn2c(c1)nc(=S)n2C(=O)c1ccco1	108	-7	109	-8	105	42	0	-4
18	Cc1cccc(-c2nc(C)cc(=O)[nH]2)c1	100	-2	100	-29	109	-1	-5	8
19	COc1cc(NC(=O)c2ccco2)c(C(=O)OCC(=O)c2c[nH]c3ccccc23)cc1OC	101	1	99	2	95	55*	7	9
20	CC(=O)Nn1cnc2c(c1=O)C1(CCCC1)Cc1ccccc1-2	93	5	92	6	95	1	1	4
21	Cc1cc(S(=O)(=O)NC(C)C)ccc1OCC(=O)NCc1ccccc1	100	-1	96	-22	104	6	-3	7
22	CCOC(=O)c1[nH]c2ccc(OC)cc2c1NC(=O)CN1CCSCC1	93	8	95	4	89	9	-5	9
23	O=C1CCC(C(=O)O)N1 (stereo not given)	108	8	97	4	106	0	-5	-8
24	COc1ccc(/C=C2\CCC(C3CCCC3)C2=O)c(OC)c1 (stereo not given)	111	12	103	5	101	14	-7	4
25	Cn1c(=O)c2ccccc2n2c(CCl)nnc12	101	0	99	6	111	1	3	9
26	O=C(Nc1nnc(-c2cccs2)o1)c1cccc(C(F)(F)F)c1	103	4	99	-11	125	15	11	7
27	COC(=O)c1ccc(C(=O)Nc2ccc3nc(-c4cccnc4)[nH]c3c2)cc1	103	-7	99	-25	107	-3	-1	-4
28	COc1cccc(/C=N/NC(=O)CC(=O)NCCc2ccc(OC)c(OC)c2)c1	100	8	100	-3	99	4	-8	-9
29	CN(NC(=O)c1ccccc1)c1ncc(C(F)(F)F)cc1Cl	116	-2	113	-6	121	-2	-13	2
30	CC1CCN(CC(=O)NNC(=O)c2cccc(Br)c2)CC1	108	10	103	-12	104	2	6	9
31	O=C(Nc1ccc(N2CCOCC2)cc1)C1CCCN(S(=O)(=O)c2ccccc2)C1 (stereo not given)	106	10	100	20	104	0	3	1
32	O=C(O)/C=C\C(=O)NC1CCCCC1	94	4	94	1	80	7	0	-2
33	CCOC(=O)c1ccc(NC(=O)C2CCC(CNc3c(N4CCOCC4)c(=O)c3=O)CC2)cc1 (stereo not given)	104	4	96	-6	109	-1	3	-6
34	O=C(COc1ccc2c3c(c(=O)oc2c1)CCCC3)NCc1ccncc1	107	2	101	4	92	-9	-12	2
35	CC(=O)c1cc(C#N)c(Oc2cccc(C(F)(F)F)c2)nc1C	117	3	101	2	118	13	0	2
36	COc1ccccc1N(CC(=O)Nc1cccc(C(F)(F)F)c1)S(C)(=O)=O	101	-4	98	-1	100	6	-3	9
37	COc1nc(OC)nc(N2CCC(C(=O)NCC3CCCCC3)CC2)n1	105	-6	102	-2	107	0	-6	-3
38	Cc1csc(NC(=O)CCNC(=O)c2ccc([N+](=O)[O-])cc2)n1	100	2	101	8	93	4	7	-3
39	CCOc1cc(CN2CCN(Cc3ccc(C)o3)C(CCO)C2)ccc1OC (stereo not given)	105	0	101	-12	96	5	0	-3
40	CC1(C)CC(=O)C2=C(C1)N(Cc1ccccc1)C(=O)C2(NC(=O)C(C)(C)C)C(F)(F)F (stereo not given)	106	-4	103	-6	99	1	2	-5

# In the list so far, these have a thiophene ring, fused or not:
No.	mol	MEP2 TOR yeast	proCasp3 act	RPL19A-GFP yeast	ZTA DNA inh	LAP4 TOR yeast	AHR act	EBNA-1 inh	proCasp7 act
14	CCOc1ccccc1NC(=O)Cn1c(=O)n(-c2ccc(OC)cc2OC)c(=O)c2c(C)c(C(=O)N(CC)CC)sc21	119	-4	78	-5	98	1	4	10
26	O=C(Nc1nnc(-c2cccs2)o1)c1cccc(C(F)(F)F)c1	103	4	99	-11	125	15	11	7

# The results go on:
No.	mol	MEP2 TOR yeast	proCasp3 act	RPL19A-GFP yeast	ZTA DNA inh	LAP4 TOR yeast	AHR act	EBNA-1 inh	proCasp7 act
41	CCn1c(-c2ccccc2)c(C(=O)CCl)c2ccccc21	88	-3	97	-3	73	1	-3	-2
42	COCCNC(=O)Cn1c(=O)oc2cc(S(=O)(=O)N3CC(C)CC(C)C3)ccc21 (stereo not given)	104	-5	102	-1	97	2	-11	-9
43	O=c1ccc2cc(S(=O)(=O)NCc3ccccc3)ccc2[nH]1	99	-6	108	2	99	7	-9	0
44	CN1C(=O)/C(=C/c2ccccc2OCc2ccc(C(=O)O)cc2)NC1=S	98	2	100	-5	106	0	-1	-10
45	COc1cccc(CN(C)C(=O)CCN=C2NS(=O)(=O)c3ccccc32)c1OC	93	10	94	-2	89	-1	.	5
46	CC(C)(C)OC(=O)[C@H](Cc1ccccc1)NC(=O)c1[nH]cnc1C(=O)Nc1ccc(Cl)cc1	94	-1	102	2	108	8	1	3
47	CN(Cc1nc2ccccc2c(=O)[nH]1)C(=O)c1ccc(S(=O)(=O)N(C)C)cc1	105	5	97	-10	101	-1	-4	11
48	ON=C1c2cc(OCCN3CCCCC3)ccc2-c2ccc(OCCN3CCCCC3)cc21	104	-5	106	-4	83	9	-9	-9
49	CC(C)[C@H](NC(=O)c1ccccc1)C(=O)Nc1cccc(S(=O)(=O)N2CCOCC2)c1	96	7	99	-7	97	0	.	11
50	COCCCn1c(SCC(=O)NC2CCCCC2)nnc1-c1ccncc1	112	-11	105	13	104	1	7	-13
51	COc1cccc(CN2CCN(C(=O)c3oc4c(F)cccc4c3C)CC2=O)c1	104	-7	104	-7	107	3	1	-11
52	O=C(Nc1ccc2nc(-c3ccc4nc[nH]c4c3)[nH]c2c1)c1cccs1	105	-3	99	2	98	9	-15	5
53	COCc1nnc(NC(C)=O)s1	101	2	102	-20	106	0	2	-2
54	Cc1ccccc1OCC(O)Cn1c(SC(C)C)nc2c1c(=O)[nH]c(=O)n2C (stereo not given)	97	-6	95	1	105	1	-2	-20
55	COc1cc(CN2CCN(S(=O)(=O)c3ccc(NC(C)=O)cc3)CC2)cc(OC)c1O	103	-1	96	-4	100	-2	4	-14
56	O=C(Cn1c2ccccc2c2nc3n(c(=O)c21)CCS3)Nc1ccccc1	98	2	98	8	103	3	-1	20
57	CN(C)C1=NC[C@H](Cc2ccccc2)N1CCCC1CCCCC1	103	11	103	1	100	3	10	5
58	Cn1c(C(=O)N2CCC(C(N)=O)CC2)cc2c(=O)n(C)c3ccccc3c21	109	7	98	13	103	2	-5	10
59	CCS(=O)(=O)N1CCN(S(=O)(=O)c2ccc(S(=O)(=O)NC3CC3)cc2)CC1	104	-1	107	19	95	5	48*	9
60	Cc1nc(C)c(C(=O)NNS(=O)(=O)c2ccc([N+](=O)[O-])cc2)s1	111	8	108	-11	94	5	11	2

# Among those listed so far, 14 contain an aryl methoxy group:
No.	mol	MEP2 TOR yeast	proCasp3 act	RPL19A-GFP yeast	ZTA DNA inh	LAP4 TOR yeast	AHR act	EBNA-1 inh	proCasp7 act
1	COc1ccccc1C(=O)NC(=O)COC(=O)CNC(=O)c1ccccc1F	101	-7	100	.	93	-1	.	-1
4	COc1ccccc1NC(=O)CCC(=O)OCc1ccc(Br)cc1	99	2	100	-2	103	0	7	9
6	COc1cc(C(=O)NCc2nnc(SCC(=O)N3CCCC3)o2)cc(OC)c1OC	105	6	98	-11	90	-2	-9	0
14	CCOc1ccccc1NC(=O)Cn1c(=O)n(-c2ccc(OC)cc2OC)c(=O)c2c(C)c(C(=O)N(CC)CC)sc21	119	-4	78	-5	98	1	4	10
19	COc1cc(NC(=O)c2ccco2)c(C(=O)OCC(=O)c2c[nH]c3ccccc23)cc1OC	101	1	99	2	95	55*	7	9
22	CCOC(=O)c1[nH]c2ccc(OC)cc2c1NC(=O)CN1CCSCC1	93	8	95	4	89	9	-5	9
24	COc1ccc(/C=C2\CCC(C3CCCC3)C2=O)c(OC)c1 (stereo not given)	111	12	103	5	101	14	-7	4
28	COc1cccc(/C=N/NC(=O)CC(=O)NCCc2ccc(OC)c(OC)c2)c1	100	8	100	-3	99	4	-8	-9
36	COc1ccccc1N(CC(=O)Nc1cccc(C(F)(F)F)c1)S(C)(=O)=O	101	-4	98	-1	100	6	-3	9
37	COc1nc(OC)nc(N2CCC(C(=O)NCC3CCCCC3)CC2)n1	105	-6	102	-2	107	0	-6	-3
39	CCOc1cc(CN2CCN(Cc3ccc(C)o3)C(CCO)C2)ccc1OC (stereo not given)	105	0	101	-12	96	5	0	-3
45	COc1cccc(CN(C)C(=O)CCN=C2NS(=O)(=O)c3ccccc32)c1OC	93	10	94	-2	89	-1	.	5
51	COc1cccc(CN2CCN(C(=O)c3oc4c(F)cccc4c3C)CC2=O)c1	104	-7	104	-7	107	3	1	-11
55	COc1cc(CN2CCN(S(=O)(=O)c3ccc(NC(C)=O)cc3)CC2)cc(OC)c1O	103	-1	96	-4	100	-2	4	-14
